MC4R ag barr: MC4R agonists recruiting beta-arrestin, primary screen, cell-based, luminescence, agonist arm of biased-ligand search; U2OS MC4R beta-arrestin complementation; percent of melanotan II response, DMSO zero; Melanocortin receptor 4 (Homo sapiens), P32245; AID 540308, 2011; 360,000 tested, 0.98% active; activation, % at 8.9 µM;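 active = activation above a per-plate cutoff, the mean activation of sample wells on that plate plus 3 SD, cut at about 8% in these data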
HTR2A ag: mouse Htr2a agonists via beta-arrestin recruitment, primary screen, cell-based, luminescence; CHO-K1 mHTR2A beta-arrestin complementation; percent of 30 µM serotonin response; 5-hydroxytryptamine receptor 2A (Mus musculus), P35363; activation, % at 7.6 µM; 360,000 tested, 0.66% active;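 active = activation above a run cutoff, the mean activation of all tested compounds plus 3 SD, cut at about 14% in these data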;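 also: 0% = plate median of compound wells and 100% = 30 µM serotonin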
MC4R antagonist: MC4R antagonists of cAMP signaling, primary screen, cell-based, TR-FRET, antagonist arm of biased-ligand search; Melanocortin receptor 4 (Homo sapiens), P32245; MC4R-expressing cells, MTII-stimulated cAMP, LANCE TR-FRET; inhibition, % at 6.5 µM; 360,000 tested, 0.48% active; AID 540295, 2011;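 active = inhibition above its plate's cutoff, the mean of tested wells on that plate plus 3 SD, cut at about 29% in these data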;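 also: 0% = Melanotan II alone and 100% = Melanotan II plus saturating MCL0020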
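Material: U2OS-MC4R stable cell line | Reagent: Melanotan II challenge after compound preincubation | Doses: One concentration, 6.5 µM nominal | Incubation: 30-min compound preincubation, 1-h Melanotan II challenge, 1-h detection, room temperature | Signal: TR-FRET cAMP assay | Replicates: One well per compound, no replicates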
N-glyco inh: increase of ERlucT glycosylation luciferase signal, primary screen, N-linked glycosylation inhibitor project, D54 ERlucT cells, luminescence, set 2 | reporter increase, % at 12.5 µM | 360,000 tested, 0.23% active | D54 ERlucT glycosylation luciferase reporter, 24 h; percent of 100 nM tunicamycin response;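 active = mean luciferase reporter signal, scaled so untreated is 0 and the glycosylation-blocking control 100, at or above a set limit in every replicate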;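 also: luciferase carries N-glycosylation sites so blocking glycosylation raises the light; 0% = median of neutral control wells and 100% = median of 100 nM tunicamycin wells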
aDG glyco up: activators of alpha-DG glycosylation, primary screen, uHTS, Pro5-aDG cells, AlphaScreen. alpha-DG glycosylation AlphaScreen (IIH6); 0% Pro5, 100% B10-LARGE cell signal. activation, % at 10 µM. 360,000 tested, 0.22% active. AID 624168, 2012;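 active = activation of at least 8% versus controls, or a plate z-score of at least 8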;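 also: Pro5 are CHO cells carrying HIG-tagged alpha-DG that lacks glycosylation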
hiPSC survival: enhancers of single-cell hiPSC survival, primary screen, ATPlite luminescence | 360,000 tested, 0.044% active | AID 602274, 2012 | survival enhancement, % at 20 µM | 100% = ROCK inhibitor wells, 0% = DMSO; in the data active = survival enhancement above about 18%;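 also: cells exposed to compounds for 16 hours before the ATP read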
ABHD5 PLIN5 PPI: ABHD5-PLIN5 interaction inhibitors, primary screen, cell lysate, split luciferase complementation, luminescence; Perilipin-5 (Homo sapiens) + 1-acylglycerol-3-phosphate O-acyltransferase ABHD5 (Homo …; Split G. princeps luciferase complementation, 4 h; inhibition, % at 4 µM; 360,000 tested, 0.78% active; AID 602281, 2012;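 active = inhibition above the mean inhibition across every tested compound plus 3 SD, cut at about 22% in these data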;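 also: 0% = DMSO only wells and the 100% control is not disclosed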
ABCB6 inh MLPCN: ABCB6 transporter inhibitors, primary screen, K562-ABCB6 cells, flow cytometry, MLPCN library; K562-ABCB6 porphyrin accumulation, 1 h; hits give low values; fluorescence ratio to DMSO, % at 10 µM; 360,000 tested, 0.19% active; AID 602162, 2011;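 active = fluorescence ratio to DMSO below 75%, the collection mean minus 3 SD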;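 also: signal is porphyrin accumulated inside mitochondria; 100% equals median channel fluorescence of DMSO control wells; lower ratio means ABCB6 inhibition with less porphyrin fluorescence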
Target sequence (Q9NP58 whole entry, looked up): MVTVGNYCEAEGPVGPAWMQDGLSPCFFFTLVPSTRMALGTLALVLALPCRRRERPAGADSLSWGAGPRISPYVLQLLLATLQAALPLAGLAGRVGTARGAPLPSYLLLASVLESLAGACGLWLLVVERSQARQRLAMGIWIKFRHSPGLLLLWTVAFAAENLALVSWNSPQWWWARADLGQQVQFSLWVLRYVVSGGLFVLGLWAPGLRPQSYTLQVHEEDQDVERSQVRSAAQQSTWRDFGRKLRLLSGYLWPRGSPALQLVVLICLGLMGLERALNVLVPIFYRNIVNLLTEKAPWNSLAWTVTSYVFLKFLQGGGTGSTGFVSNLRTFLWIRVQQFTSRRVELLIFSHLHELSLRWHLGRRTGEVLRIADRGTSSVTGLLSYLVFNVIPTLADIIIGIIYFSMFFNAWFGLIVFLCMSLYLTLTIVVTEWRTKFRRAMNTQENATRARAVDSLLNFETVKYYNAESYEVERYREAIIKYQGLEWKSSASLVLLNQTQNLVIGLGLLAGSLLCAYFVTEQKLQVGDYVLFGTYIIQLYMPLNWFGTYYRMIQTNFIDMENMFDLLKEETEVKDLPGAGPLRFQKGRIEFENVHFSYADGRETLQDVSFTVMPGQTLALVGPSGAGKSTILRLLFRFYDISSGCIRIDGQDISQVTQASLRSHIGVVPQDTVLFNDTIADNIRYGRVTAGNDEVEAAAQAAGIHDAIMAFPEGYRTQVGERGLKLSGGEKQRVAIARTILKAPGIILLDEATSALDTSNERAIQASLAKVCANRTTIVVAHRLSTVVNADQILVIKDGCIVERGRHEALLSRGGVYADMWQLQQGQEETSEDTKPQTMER
Exocytosis inh: LAMP-1 surface exposure blockers, TALL-104 cells – cell-based, flow cytometry, MLPCN library, primary screen | AID 651702, 2012 | 360,000 tested, 0.66% active | inhibition, % at 10 µM | TALL-104 LAMP-1 surface exposure; cells stimulated with thapsigargin and PMA;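 active = inhibition above about 55%, limit read from the data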
H9c2 protect: cardioprotection against H2O2-induced cell death, primary screen, uHTS, H9c2 cells, ATPLite luminescence | H9c2 cardiomyocytes, H2O2 injury protection, 2 h | protection from H2O2 cell death, % at 20 µM | 360,000 tested, 0.63% active;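 active = compounds giving at least 50% protection of heart cells from peroxide-induced death in the single-dose screen, raw or plate-pattern-corrected value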;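 also: 0% = DMSO wells with peroxide and 100% = DMSO wells without peroxide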
Starred values were filed as active, the others as inactive; . = not tested or not shown.

Every second line gives: MC4R ag barr	HTR2A ag	MC4R antagonist	N-glyco inh	aDG glyco up	hiPSC survival	ABHD5 PLIN5 PPI	ABCB6 inh MLPCN	Exocytosis inh	H9c2 protect
- CC(C)(C)c1[nH]nc2c1C(C1C=CCCC1)C(C#N)=C(N)O2 (stereo unspecified)
→ 0.5	2	3	2	-0.3	0.6	-3	97	-1	4
- O=C(NCCCc1ccccc1)C1CC(=O)N(c2ccc3c(c2)OCCO3)C1 (stereo unspecified)
→ -0.7	-2	7	-4	0.0	-0.9	2	86	2	-2
- COc1cc(/C=N/Nc2nc(C)nc3c2cnn3-c2ccccc2)ccc1O
→ 1.2	7	-43	3	-1.0	-1.0	0	97	12	37
- CC(=O)N1c2ccc(S(=O)(=O)NCCC(=O)NC3CCC(C)CC3)cc2CC1C (stereo unspecified)
→ -1.2	-5	10	0	-0.2	-0.6	2	100	7	0
- CC12CCC(=O)N1C(C(=O)NNC(=O)c1ccc(Br)cc1)CS2 (stereo unspecified)
→ -0.8	1	6	2	-0.1	-1.3	-7	108	-2	11
- OCC1N=C(c2ccccn2)OC1c1ccccc1 (stereo unspecified)
→ 0.5	2	14	1	-0.2	-2.0	5	103	-1	0
- CCCCOc1cccc(C2/C(=C(/O)c3ccc4c(c3)CC(C)O4)C(=O)C(=O)N2CCN2CCOCC2)c1 (stereo unspecified)
→ 0.4	7	5	-1	0.1	0.3	15	100	0	-3
- Cc1cccc(-n2nnc(C(=O)NC3CCCc4ccccc43)c2N)c1 (stereo unspecified)
→ -2.2	-6	-2	1	0.5	-3.0	-7	96	0	-2
- COCCNc1nc(NC(C)C)nc2ccsc12
→ -0.8	-7	1	0	-0.2	2.7	2	96	0	-7
- Cc1cc(=O)[nH]c(N/N=C2/CCCC/C2=C\c2ccccc2)n1
→ -1.5	1	-2	0	0.0	-0.3	12	99	-8	-3
- O=C(CN(Cc1cccs1)C(=O)CNS(=O)(=O)c1ccccc1)NC1CCCC1
→ -1.2	-3	3	-2	-0.1	4.3	-3	104	-3	6
- CCCCc1oc2c(c(=O)c1C)C(=O)CC(c1ccccc1)C2 (stereo unspecified)
→ 0.7	2	7	-4	0.0	-0.6	1	95	-2	-3
- COCCCNc1nc2c(-c3cccc(C)c3)nnn2c2ccc(Cl)cc12
→ 7.2	-2	-9	-7	0.1	-0.4	3	92	26	-12
- COc1cccc(C(=O)NNC(=O)C(=O)Nc2ccc(C)c(Cl)c2)c1
→ -2.0	10	5	1	0.1	-0.2	5	98	-4	3
- Cc1ccc(C)c(NC(=O)CN(C)C(=O)c2ccccc2OCc2ccccc2Cl)c1
→ 0.2	-5	11	4	0.2	-0.4	4	95	3	-7
- NS(=O)(=O)c1ccc(NNC(=O)c2ccccc2C(=O)O)cc1
→ -0.3	-2	2	-1	-0.1	1.0	0	103	-3	1
- CC(C)c1ccc(NC(=O)COC(=O)c2ccc(CN3CCCC3=O)cc2)cc1
→ 0.4	-8	20	1	0.4	-0.2	-2	103	-9	-7
- O=C1NC[C@@H](Cc2ccc(O)cc2)N(CCc2cccc(F)c2)C1=O
→ 0.4	0	10	1	0.0	-2.4	3	95	13	10
- COc1cccc(C(C)(O)c2nc(-c3ccc(F)cc3OC)cs2)c1 (stereo unspecified)
→ 0.2	3	10	0	-0.2	3.7	-4	98	-7	-5
- OCCNC(=S)Nc1cc(Cl)cc(Cl)c1
→ 0.1	-2	1	2	0.0	-0.6	-1	98	-16	0
- Cc1ccccc1NC(=S)N(C)CCc1ccccn1
→ -1.6	0	-3	4	0.0	-0.6	0	97	3	2
- FC(F)Sc1ccc(-n2cc(-c3ccccc3)[n+]3c2CCC3)cc1
→ -1.2	7	7	1	0.1	-1.6	4	101	-8	-8
- Nc1nc(SCC(=O)Nc2ccccc2Sc2ccccc2)n[nH]1
→ -0.8	-2	-3	0	-0.1	0.8	-4	99	0	-2
- COc1ccccc1CNC(=O)CNC(=O)N1CC(=O)Nc2ccccc21
→ -3.0	-2	14	8	-0.1	-0.4	-3	101	-10	-3
- CN(C)S(=O)(=O)c1cccc(NC(=O)C2CCCN(C(=O)c3ccc(Cl)cc3)C2)c1 (stereo unspecified)
→ -0.3	3	8	-2	0.2	1.0	2	93	4	-20
- COc1ccc(CNC(=O)CN2CCC(C(=O)c3ccc(OC)cc3)CC2)cc1
→ -1.6	-8	4	-6	0.2	-0.8	-9	91	4	-4
- COCCCNc1nc2c(-c3cccc(C)c3)nnn2c2ccccc12
→ 6.3	3	-33	1	0.1	2.2	-6	92	-4	-3
- CCCN1C(=O)c2ccccc2NC1c1ccc(Br)cc1 (stereo unspecified)
→ 1.1	-4	1	-4	0.9	-0.2	10	85	7	-4
- CCOC(=O)CNC(=O)CNC(=O)c1ccc(OC)cc1
→ -2.3	-1	0	2	-0.1	3.6	0	95	-1	-7
- COCCN1C(=O)CSCC1(C)C(=O)Nc1ccc2c(c1)OCCO2 (stereo unspecified)
→ .	0	.	.	-0.1	.	-5	.	-8	.

One compound at a time (already shown):
COc1cc(/C=N/Nc2nc(C)nc3c2cnn3-c2ccccc2)ccc1O reads MC4R ag barr: 1.2; HTR2A ag: 7; MC4R antagonist: -43; N-glyco inh: 3; aDG glyco up: -1.0; hiPSC survival: -1.0; ABHD5 PLIN5 PPI: 0; ABCB6 inh MLPCN: 97; Exocytosis inh: 12; H9c2 protect: 37
CC(=O)N1c2ccc(S(=O)(=O)NCCC(=O)NC3CCC(C)CC3)cc2CC1C (stereo unspecified) reads MC4R ag barr: -1.2; HTR2A ag: -5; MC4R antagonist: 10; N-glyco inh: 0; aDG glyco up: -0.2; hiPSC survival: -0.6; ABHD5 PLIN5 PPI: 2; ABCB6 inh MLPCN: 100; Exocytosis inh: 7; H9c2 protect: 0

Back to the main list, repeating the 2 entries before the break.
Every second line gives: MC4R ag barr	HTR2A ag	MC4R antagonist	N-glyco inh	aDG glyco up	hiPSC survival	ABHD5 PLIN5 PPI	ABCB6 inh MLPCN	Exocytosis inh	H9c2 protect
- CCOC(=O)CNC(=O)CNC(=O)c1ccc(OC)cc1
→ -2.3	-1	0	2	-0.1	3.6	0	95	-1	-7
- COCCN1C(=O)CSCC1(C)C(=O)Nc1ccc2c(c1)OCCO2 (stereo unspecified)
→ .	0	.	.	-0.1	.	-5	.	-8	.
- O=P(O)(CP(=O)(c1ccccc1)c1ccccc1)c1ccccc1O
→ -1.4	4	2	2	0.0	0.0	6	100	-3	-4
- O=C(NCc1cccnc1)c1cc2nc(-c3cccs3)cc(C(F)(F)Cl)n2n1
→ 1.0	-2	8	0	0.2	1.7	6	98	-4	0
- COc1cc(C2SCCS2)cc(Br)c1Oc1ncccc1[N+](=O)[O-]
→ -3.0	0	2	-1	0.0	-0.7	-6	100	6	-12
- Cn1c(/N=C/c2c[nH]c3ccccc23)nc2ccccc21
→ -2.3	0	-5	1	0.2	-1.3	-7	101	-4	-12
- COc1ccc(C(=O)NNC(=O)CN2CCN(c3nc(-c4ccccc4)cs3)CC2)cc1
→ 4.0	0	10	-2	0.0	-3.2	-8	107	-4	-8
- COc1ccc(C)cc1S(=O)(=O)N1CCC(C(=O)NCCC2=CCCCC2)CC1
→ -1.3	3	2	-4	0.0	4.3	-4	93	-9	6
- Cc1nc(NCCN2CCOCC2)c2nnn(Cc3ccccc3Cl)c2n1
→ -1.6	7	9	-1	-0.2	0.3	1	95	1	-5
- COc1ccc(CCNS(=O)(=O)c2ccc3c(c2)CC(C)N3C(C)=O)cc1OC (stereo unspecified)
→ -1.6	2	1	0	0.1	-2.2	0	96	-2	-16
- O=C(Nc1ccc2c(c1)OCCO2)NC12CC3CC(CC(C3)C1)C2
→ -1.4	3	1	-9	1.8	-1.0	1	99	40	-4
- CCOc1ccccc1C1CC(=O)Nc2c1c(=O)n(C)c(=O)n2C (stereo unspecified)
→ -2.1	-4	15	3	-0.2	0.7	-7	98	6	2
- COc1ccc(CCNS(=O)(=O)c2ccc3c(c2)NC(=O)C(C)S3)cc1OC (stereo unspecified)
→ -0.7	9	3	1	0.2	0.7	-4	94	-2	-3
- CCOCCCNCc1ccc(OCc2ccccc2Cl)cc1
→ 1.4	-4	-1	0	1.0	-1.5	3	99	4	5
- O=C(COc1ccc2cc(-c3ccccc3)c(=O)oc2c1)NCC1CCC(C(=O)O)CC1 (stereo unspecified)
→ 0.1	5	4	-1	0.1	-0.5	3	97	-1	-7
- CCOC(=O)C(=NCCOC)NNc1cc(Cl)ccc1Cl
→ -0.2	-3	10	1	0.0	1.5	1	101	-3	-9
- Cc1ccc(C2=[N+]([O-])C(C)(C)CC2)cc1
→ -3.0	5	-3	0	0.0	-3.1	2	141	0	-13
- CCOc1ccc(-c2nc(N)ncc2Oc2cccc(OC)c2)c(O)c1
→ 6.1	9	-7	2	-0.4	-2.4	-7	102	-1	-15
- Cc1cc(C(=O)CCl)c(C)n1CC1COc2ccccc2O1 (stereo unspecified)
→ 6.7	3	25	-3	0.1	-0.5	9	103	0	-21
- Cc1ccc(NC(=O)[C@H](NC(=O)[C@@H]2Cc3ccccc3CN2)c2ccccc2)c(C)c1
→ 1.2	-5	9	-1	-0.1	-0.6	-1	101	2	-6
- CN(CC(=O)Nc1ccccc1C(F)(F)F)C(=O)C1=COCCO1
→ -0.4	-2	1	3	-0.1	2.1	6	92	-2	-2
- CCOc1ccc(N2CC(NS(=O)(=O)c3cccnc3)CC2=O)cc1 (stereo unspecified)
→ -3.3	4	-1	1	0.0	-0.5	1	97	-2	2
- COc1cc(OC)cc(C(=O)Nn2c(C)nc3ccccc3c2=O)c1
→ -2.8	-5	2	2	-0.3	-1.2	-9	98	1	11
- Cc1ccc(-c2nc(C#N)c(N3CCCCC3)o2)cc1
→ 1.0	-2	10	1	-0.4	0.7	-6	98	6	-12

High-throughput results deposited in PubChem by several laboratories.
